Source: PubChem
CCR6 antag = CCR6 receptor antagonists, primary screen, cell-based, CHO-K1, luminescence, beta-arrestin, uHTS; CHO-K1 CCR6 PathHunter beta-arrestin, CCL20-stimulated; inhibition, % at 20 µM; 340,000 tested, 0.49% active;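 active = compounds whose inhibition of the agonist-driven luminescence signal at 20 µM reaches about 50%, limit read from the data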;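 also: cells stimulated with CCL20 at 14 nM final; plate controls were DMSO with CCL20 for no effect and DMSO without agonist for full effect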
CXCR6 block = CXCR6 receptor inhibitors, primary screen, cell-based, beta-arrestin, luminescence, CHO-K1 PathHunter, 1536-well; C-X-C chemokine receptor type 6 (Homo sapiens), O00574; inhibition, % at 20 µM; 360,000 tested, 0.36% active; AID 602244, 2012; in the data active = inhibition above about 34%, passing the limit was not always enough;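 also: antagonist mode with CXCL16 agonist at 10 nM final; 0% = 10 nM CXCL16 with DMSO and 100% = unstimulated wells without agonist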
Target sequence (O00574 whole entry, looked up): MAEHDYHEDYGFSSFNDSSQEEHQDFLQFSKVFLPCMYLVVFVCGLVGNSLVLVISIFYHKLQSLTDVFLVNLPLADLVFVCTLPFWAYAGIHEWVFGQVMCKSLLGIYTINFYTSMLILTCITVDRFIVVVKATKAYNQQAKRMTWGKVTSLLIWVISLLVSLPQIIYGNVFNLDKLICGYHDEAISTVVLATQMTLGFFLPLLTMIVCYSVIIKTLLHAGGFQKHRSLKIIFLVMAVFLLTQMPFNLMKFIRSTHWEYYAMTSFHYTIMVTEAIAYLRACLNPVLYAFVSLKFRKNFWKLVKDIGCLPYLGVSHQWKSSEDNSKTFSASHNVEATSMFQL
Gli-Sufu block = Gli-Sufu pathway antagonists, primary screen, luciferase luminescence, Sufu-KO-LIGHT cells, uHTS. Sufu-KO-LIGHT fibroblasts, Gli luciferase reporter luminescence. inhibition, % at 5 µM. 340,000 tested, 0.74% active. AID 588413, 2011;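 active = inhibition above about 55%, limit read from the data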;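 also: 0% = DMSO-treated cells and 100% = wells with medium but no cells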
Jurkat NFkB inh = inhibitors of induced NF-kB luciferase reporter, primary screen, TCR NF-kB activation inhibitor project, cell-based, luminescence, uHTS | Jurkat, PMA/ionomycin-induced NF-kB luciferase reporter | inhibition, % at 4 µM | 330,000 tested, 0.53% active; in the data active = inhibition above about 50%
EBI2 antag = EBI2 receptor antagonists, beta-arrestin recruitment, primary screen, cell-based, luminescence, 7a,25-OHC stimulation, uHTS. 7a,25-OHC stimulated. inhibition, % at 5 µM. 360,000 tested, 0.81% active. AID 651636, 2012; in the data active = inhibition above about 38%;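 also: enzyme fragment complementation signal reports receptor beta-arrestin coupling in cells; 0% = agonist plus DMSO wells and 100% = wells without agonist; some results beyond the cut were filed as inactive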
Target sequence (P32249 whole entry, looked up, the tested form may be a part): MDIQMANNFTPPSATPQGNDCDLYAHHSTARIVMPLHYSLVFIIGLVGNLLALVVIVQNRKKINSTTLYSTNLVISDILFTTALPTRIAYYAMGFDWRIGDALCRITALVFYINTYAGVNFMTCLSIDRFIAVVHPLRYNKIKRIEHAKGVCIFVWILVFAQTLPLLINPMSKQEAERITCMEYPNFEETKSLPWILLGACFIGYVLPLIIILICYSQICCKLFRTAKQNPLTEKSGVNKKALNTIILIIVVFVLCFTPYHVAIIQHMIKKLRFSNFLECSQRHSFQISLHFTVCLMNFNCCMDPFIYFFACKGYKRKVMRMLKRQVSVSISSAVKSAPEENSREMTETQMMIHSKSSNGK
Mdm2-MdmX inh = inhibitors of human Mdm2-MdmX association, primary screen, cell-based, luminescence, split luciferase, SaOS-2, uHTS; Protein Mdm4 (Homo sapiens) + E3 ubiquitin-protein ligase Mdm2 (Homo sapiens), …; SaOS-2 split-luciferase Mdm2/MdmX complementation; inhibition, % at 8 µM; 330,000 tested, 3% active;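 active = inhibition of at least 50% at 8 µM in the primary screen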
UPR XBP1 act = activators of adaptive XBP1 UPR arm, primary screen, cell-based, CHO-XBP1 luciferase reporter, luminescence, uHTS; IRE1-XBP1 UPR activation; percent of tunicamycin response, DMSO as zero; 330,000 tested, 0.33% active; activation, % at 20 µM;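 active = versus positive control, 20 µM dose yields 30% or more activation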;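 also: 100% = tunicamycin at 10 µg/mL and 0% = DMSO only wells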
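incubation = overnight seeding at 37 °C, 6 h compound treatment at 37 °C | assay system = CHO-XBP1 cells stably carrying IRE1-XBP1-driven luciferase reporter | input = 1000 cells per well | detection = luciferase luminescence | dosing = single point, 20 µM final compound, 1% DMSO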
697 NFkB inh = inhibitors of PMA/ionomycin-induced NF-kB reporter, 697 cells, primary screen, B-cell NF-kB inhibitor project, cell-based, luminescence, uHTS | inhibition, % at 4 µM | AID 435022, 2010 | 697 B-cell NF-kB luciferase reporter, 16 h | 330,000 tested, 0.33% active; in the data active = inhibition above about 35%
CHOP UPR activ = activators of apoptotic CHOP UPR arm, primary screen, cell-based, CHO-CHOP luciferase reporter, luminescence, uHTS. UPR activation; percent of tunicamycin response over DMSO baseline. activation, % at 10 µM. 330,000 tested, 0.34% active;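 active = at 10 µM dose, activation of 40% or more, normalized to positive control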;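 also: 100% = tunicamycin at 10 µg/mL and 0% = DMSO alone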
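Assay system: CHO cells with stable CHOP pathway luciferase reporter; Buffer or medium: F12 plus 10% serum; Times: 16-18 h cell attachment, then 6 h compound exposure, 37 °C; Signal: luciferase luminescence; Read-out basis: percent activation relative to tunicamycin control; Control set: tunicamycin high control, DMSO low control.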
Numbers without * were called inactive; · = not tested or not shown. Compounds as they come. About 5% of those tested had a hit in this group.

smiles | CCR6 antag | CXCR6 block | Gli-Sufu block | Jurkat NFkB inh | EBI2 antag | Mdm2-MdmX inh | UPR XBP1 act | 697 NFkB inh | CHOP UPR activ
O=[N+]([O-])C(=c1ccc2c(c1)N1C3=C(CCCC3)CC3CCCCC31N=2)[N+](=O)[O-] (stereo not drawn) | · | · | · | 19 | · | 11 | 0 | 7 | 1.6
O=C(Nc1cccc2ncccc12)c1ccc2c(c1)OCCO2 | -8 | 1 | -66 | -13 | -1 | 4 | 1 | 9 | -2.8
CO/N=C/c1cccn1-c1nccc(OC)c1C#N | -5 | 8 | -1 | 10 | -2 | -3 | 0 | -3 | 0.5
CCN(CC)S(=O)(=O)c1ccc(S(=O)(=O)N2CCC(N3CCCCC3)CC2)cc1 | 6 | -6 | 8 | 5 | -6 | -8 | 4 | 4 | -0.9
O=C(NNC(=O)c1cc(-c2cccc(Br)c2)nc2ccccc12)c1csc(N2CCOCC2)n1 | 10 | -2 | -27 | -3 | 3 | 11 | -1 | 4 | 0.4
Cn1c(=O)[nH]c(=O)c2c1nc(NCCCn1ccnc1)n2CCOc1ccccc1 | -17 | 3 | 5 | 14 | -9 | -13 | -5 | 11 | 1.4
CN(C)c1ccc(CNn2cnnc2SCc2ccc(F)cc2)cc1 | 6 | -3 | -8 | 0 | 8 | -18 | 1 | -9 | 0.2
NC(=O)CC[C@@H]1NC(=O)[C@H](CO)NC(=O)c2cc([N+](=O)[O-])cc(I)c2NCCCC[C@@H](C(N)=O)NC(=O)[C@H](Cc2ccc(O)cc2)NC1=O | -5 | · | -11 | -13 | · | 29 | -1 | 12 | 1.0
O=C(OCC(=O)N1CCCC1)c1ccc(O)cc1 | -7 | 7 | -5 | -46 | 2 | -3 | -5 | -27 | 1.8
S=C(Nc1ccccc1Cl)N1CCCC1 | 5 | -1 | -1 | 3 | -4 | 0 | 4 | -3 | -1.1
Cc1ccc(C(=O)Nc2ccc(C(=O)N/N=C/c3ccncc3)cc2)cc1 | · | · | · | -46 | · | -12 | -1 | -8 | 0.9
CC(C)CN(C(=O)CCc1ccccc1Cl)c1c(N)n(Cc2ccccc2)c(=O)[nH]c1=O | 8 | 2 | 3 | 5 | -2 | 14 | -3 | -6 | 2.2
CCC(=O)c1ccccc1OCCCN1CCC(Cc2ccccc2)CC1 | 20 | -5 | 52 | 10 | 15 | 24 | -3 | -38 | 0.8
CC(C)NC(=O)CSCc1c(Cl)cccc1Cl | 15 | 12 | -1 | 3 | 5 | 15 | 2 | 6 | 0.7
CCC12CN3CC(CC)(CN(C1)C3c1ccc([N+](=O)[O-])o1)C2=O (stereo not drawn) | 1 | 3 | 8 | -11 | 12 | 0 | 0 | 6 | -1.3
CCOC(=O)c1cc(-c2ccccc2)sc1NC(=O)C(C)Sc1nnc(N)s1 (stereo not drawn) | 0 | 3 | 1 | 2 | 13 | 36 | 0 | -25 | 2.3

Two neighbouring entries already listed, quoted:
smiles | CCR6 antag | CXCR6 block | Gli-Sufu block | Jurkat NFkB inh | EBI2 antag | Mdm2-MdmX inh | UPR XBP1 act | 697 NFkB inh | CHOP UPR activ
CC(C)NC(=O)CSCc1c(Cl)cccc1Cl | 15 | 12 | -1 | 3 | 5 | 15 | 2 | 6 | 0.7
CCC12CN3CC(CC)(CN(C1)C3c1ccc([N+](=O)[O-])o1)C2=O (stereo not drawn) | 1 | 3 | 8 | -11 | 12 | 0 | 0 | 6 | -1.3

Continued:
smiles | CCR6 antag | CXCR6 block | Gli-Sufu block | Jurkat NFkB inh | EBI2 antag | Mdm2-MdmX inh | UPR XBP1 act | 697 NFkB inh | CHOP UPR activ
CCOC(=O)c1ccc(-c2ccc3c(=O)c4ccccc4n(C)c3c2)cc1F | -1 | -4 | 11 | -8 | -8 | 21 | 100* | 16 | 1.1
CNC(=O)Cn1nc(C)c(S(=O)(=O)N2CCOCC2)c1C | -3 | 11 | -1 | 16 | 8 | 27 | 0 | 19 | 2.2
O=C(Nc1ccc(Cl)cc1)OCc1ccccn1 | -17 | -7 | -75 | -61 | 3 | -117 | 3 | -92 | 4.0
CC1=CC(C)(C)NC(=S)N1c1ccc(Cl)cc1 | 6 | 4 | 5 | · | -1 | · | · | · | ·
Cc1cccc(-n2cc(CN3CCN(Cc4nccn4C)CC3)c(-c3cccc(F)c3)n2)c1 | 8 | -4 | 13 | -9 | -8 | 36 | 5 | -4 | 4.6
CC(C)C(=O)N1CCc2cc(-c3csc(N)n3)ccc21 | 8 | -5 | -21 | -2 | 5 | -2 | -2 | -3 | 1.1
Cc1nn(CC(=O)NCc2ccccc2)c(=O)c2cccn12 | 10 | -2 | -2 | -8 | 5 | 5 | -2 | -5 | -2.1
CCC(=O)NC(=S)Nc1cccc(Cl)c1N1CCCC1 | 10 | -1 | 2 | -3 | 20 | 41 | -1 | -9 | 1.0
O=C(CN1CC(=O)Oc2ccccc21)OCC(=O)c1ccccc1 | -17 | -3 | 2 | 14 | -3 | 21 | -5 | -13 | -0.7
O=C(O)CCCCCN1C(=O)CCC1=O | -19 | -7 | 4 | -4 | 2 | 10 | -3 | 17 | 0.0

Record cards (already shown).
CO/N=C/c1cccn1-c1nccc(OC)c1C#N as listed: CCR6 antag = -5; CXCR6 block = 8; Gli-Sufu block = -1; Jurkat NFkB inh = 10; EBI2 antag = -2; Mdm2-MdmX inh = -3; UPR XBP1 act = 0; 697 NFkB inh = -3; CHOP UPR activ = 0.5
CC(C)C(=O)N1CCc2cc(-c3csc(N)n3)ccc21 as listed: CCR6 antag = 8; CXCR6 block = -5; Gli-Sufu block = -21; Jurkat NFkB inh = -2; EBI2 antag = 5; Mdm2-MdmX inh = -2; UPR XBP1 act = -2; 697 NFkB inh = -3; CHOP UPR activ = 1.1
O=C(OCC(=O)N1CCCC1)c1ccc(O)cc1 as listed: CCR6 antag = -7; CXCR6 block = 7; Gli-Sufu block = -5; Jurkat NFkB inh = -46; EBI2 antag = 2; Mdm2-MdmX inh = -3; UPR XBP1 act = -5; 697 NFkB inh = -27; CHOP UPR activ = 1.8
